Screening results as filed in PubChem.
Growth percent in the NCI-60 one-dose screen (48 h, 10 µM unless noted): 100 = growth as untreated, 0 = no growth, -100 = all killed.
NCI-H226 – NCI-H226 lung cancer; actives 3.5% (n = 79,000); AID 1794732
A498 – A498 renal cancer cells. actives 5.4% (n = 76,000). AID 1794774
NCI-H322M – NCI-H322M lung cancer; actives 2.7% (n = 80,000); AID 1794733
HT29 – HT29 colon cancer. actives 7.4% (n = 81,000)
NCI-H522 – NCI-H522 lung cancer; actives 8% (n = 78,000)
COLO 205 – COLO 205 colon cancer; actives 7.3% (n = 79,000)
NCI-H23 – NCI-H23 lung cancer; actives 4% (n = 80,000)
RXF 393 – RXF 393 renal cancer cells | actives 6.9% (n = 77,000) | AID 1794773
NCI-H460 – NCI-H460 lung cancer. actives 6.8% (n = 82,000)
Active calls of the source: *; · = not tested or not shown; & = joins results of further samples; ! = repeats disagree. Rule for the calls: active = growth percent below 10; inactive = the rest.

SMILES	NCI-H226	A498	NCI-H322M	HT29	NCI-H522	COLO 205	NCI-H23	RXF 393	NCI-H460
Cc1nn(-c2ccc(Cl)cc2)c(=O)n1CCn1cnc2ccccc21	103	96	97	102	85	118	96	107	107
CCN(CC)CCCC#CCN1CCCC1	111	107	99	100	104	97	103	116	105
Cc1cccc(NCc2cn(-c3ccc(C(=O)O)cc3)nc2-c2ccc(C(=O)O)cc2)n1	100	96	105	107	96	111	110	115	104
Clc1ccc(-c2n[nH]c(Cn3nnnc3-c3ccccc3)n2)cc1	92	96	102	103	·	98	98	114	107
O=C(O)c1ccccc1S(=O)(=O)O	107	112	115	101	95	118	101	128	107
Clc1ccc(SCN2CCCCC2)cc1	94	103	104	112	137	106	102	115	105
O=C1CCC23N=CC(c4ccc(Cl)cc4)(O2)C(=O)c2ccccc2N13 (stereo unspecified)	98	101	95	104	104	107	94	112	105
CC(O)(CO)c1ccccc1 (stereo unspecified)	100	·	102	102	105	103	96	109	105
C/C(=N\NC(=S)N1CCCC1)c1ccccn1	-7.3*	-5.1*	6.2*	26	5.1*	5.1*	17	21	1.6*
COC(=O)[C@H](Cc1ccc(O)cc1)n1cc(COC(=O)c2cccc3c(=O)c4ccccc4[nH]c23)nn1	90	62	95	97	60	116	83	96	72
Cc1cccc(N2CCN(C(=S)Cc3ccccc3)CC2)c1	100	90	94	94	90	108	99	116	103
O=C(O)c1cn(C2CC2)c2cc(N3CCN(C(=O)CCCN4C(=O)S/C(=C/c5ccc(Cl)cc5)C4=O)CC3)c(F)cc2c1=O	·	92	88	104	82	110	95	106	107
N#C/C(C(=O)Nc1ccccc1)=c1\s/c(=C\Nc2ccc(F)cc2)c(=O)n1-c1ccccc1	88	·	101	100	86	·	104	88	94
NC(=O)NNC(=O)c1ccccc1	106	124	109	113	107	118	103	113	103
CCOc1ccc(N2C(=O)N(c3ccc(OC)cc3)C(=N)C2=S)cc1	96	134	99	95	74	92	97	107	100
CC1(C(=O)OCc2ccccc2)C(=O)C2=C(CCCC2)N1c1ccc(Br)cc1 (stereo unspecified)	103	90	86	82	89	94	86	96	91
O=c1sn(CCI)c(=O)n1Cc1ccc(Cn2c(=O)sn(CCI)c2=O)cc1	85	105	94	92	77	·	92	97	104
CC(=O)Nc1ccc(F)c(F)c1	96	97	101	107	102	112	96	85	102
CS(=O)(=O)c1ccc(-c2nc3ccccn3c2/C=N/Nc2nc(-c3ccccc3)cs2)cc1	98	76	87	116	96	105	·	95	104
FC(F)(F)Sc1ccc(/C=C/c2cc(/C=C/c3ccc(SC(F)(F)F)cc3)on2)cc1	108	111	100	86	72	107	92	108	77
O=C1/C(=C/c2ccc(O)c(O)c2)COc2ccc(-c3ccccc3)cc21	36	31	55	15	-67*	5.4*	36	16	14
Cc1cccc(C)c1NC(=O)c1sc2nc3c(cc2c1N)C(=O)CCC3	83	-8.1*	46	86	62	15	66	94	25
COC(=O)c1ccc2[nH]c(O)c(C(=Nc3ccc(N(C)C(=O)CN4CCN(C)CC4)cc3)c3cccc(OC)c3)c2c1	32	-15*	22	-2.2*	12	-56*	7.6*	-56*	7.3*
COc1ccc(/C(C)=C(\c2ccc(Cl)cc2)c2ccc(OCCN3CCOCC3)cc2)cc1	100	90	93	59	95	87	91	82	99
COc1cc(OC)c(C(=O)CCCN2CCCC2)c(OC)c1	100	115	110	105	·	·	89	93	97
Continued:
SMILES	NCI-H226	A498	NCI-H322M	HT29	NCI-H522	COLO 205	NCI-H23	RXF 393	NCI-H460
NNC(=O)/C=C(/CC(=O)NN)C(=O)NN	105	92	115	106	·	135	114	110	101
O=C(CN1CCN(c2cc(=O)[nH]c3ccc(F)cc23)CC1)Nc1ccc(Cl)cc1	16	55	80	100	13	112	62	-3.6*	41
OC1CCCC(O)C1 (stereo unspecified)	97	110	106	103	92	97	94	115	112
Cc1[nH]c(-c2nc3ccccc3[nH]2)c(C)c1C(=O)NC1CCCCC1	93	·	100	108	89	·	101	101	105
COc1cc(NC(N)=NCCC(C)(C)Oc2ccc(C(F)(F)F)cc2)ncc1C#N	60	43	21	-79*	-84*	-88*	1.1*	-50*	-79*
Cc1cc(C)c2cc(C(=O)N3CCSCC3)[nH]c2c1	101	·	102	106	93	·	100	98	100
O=S(=O)(O)c1ccc(N=Nc2ccc(N=Nc3c(O)c(S(=O)(=O)O)cc4cc(S(=O)(=O)O)ccc34)c(S(=O)(=O)O)c2)cc1	95	104	107	107	100	·	106	111	105
NC(=S)N/N=C/c1ccc(Cl)s1	97	97	101	108	99	105	106	100	101
C/C(=C(/c1ccc(Cl)cc1)c1ccc(OCCN2CCCCC2)cc1)c1ccccc1	99	80	91	4.0*	81	12	76	85	74
OCn1c2ccccc2c2ccccc21	83	95	101	110	86	103	93	91	97
CCCCCCCCN(CCCCCCCC)CC(O)c1cc(C)c2ccc3cc(C(C)C)ccc3c2c1 (stereo unspecified)	98	93	101	104	99	107	94	111	104
O=C(NCc1ccco1)C1CN(c2ccc(Cl)cc2)N(c2ccc(Cl)cc2)C1=O (stereo unspecified)	·	38	68	16	39	·	60	58	14
N/C(=N\c1nc2ccccc2o1)NC(=O)Nc1cccc(Cl)c1	107	79	91	98	85	105	100	103	104
CCOC(=O)NNC(N)=S	91	136	96	107	95	113	98	103	125
CCOc1ccc(-n2nc(C(=O)Nc3ccccc3)nc2-c2cc(OC)c(OC)c(OC)c2)cc1	80	10	68	13	23	22	67	69	28
C=C1C(=O)O[C@H]2[C@H]1CC/C(COC(=O)NCCc1ccccc1OC)=C\CC[C@@]1(C)O[C@@H]21	94	101	104	96	84	105	95	104	108
C=CCSC1=NC2C(N(C)C(=O)N2C)N1/N=C/C=C/c1ccccc1OC (stereo unspecified)	102	69	104	102	86	110	99	92	98
O=c1[nH]c(=O)n([C@H]2C[C@H](O)C(CO)O2)cc1I (stereo partly specified)	99	105	·	81	·	70	87	113	84
c1ccc([P+](c2ccccc2)(c2ccccc2)c2ccc3c4ccc([P+](c5ccccc5)(c5ccccc5)c5ccccc5)c5cccc(c6cccc2c63)c54)cc1	16	-11*	18	8.4*	6.9*	1.4*	8.4*	42	4.3*
O=C1C=CC(Nc2ccccc2[N+](=O)[O-])C1Nc1ccccc1[N+](=O)[O-] (stereo unspecified)	-42*	97	79	-32*	-90*	-79*	6.8*	-96*	59
CCCCCCC(=O)OCC(=O)c1ccc(Br)cc1	88	91	93	80	69	100	97	101	107
Cc1cc(C)nc(NS(=O)(=O)c2ccc(NC(=O)c3ccc(-n4c(=O)[nH]c5ccccc5c4=O)cc3)cc2)n1	109	128	108	108	95	116	104	111	110
CC(N)C12CC3CC(CC(C3)C1)C2 (stereo unspecified)	97	108	106	113	129	104	101	106	114
CC(C)c1nc(SCC(=O)c2ccccc2)nc(Nc2ccc(S(N)(=O)=O)cc2)c1C#N	88	100	100	111	90	114	87	86	115
O=C(c1ccccc1)c1c(/C=C/c2ccccc2)nc2ccccc2c1/C=C/c1ccc(Br)cc1	95	80	97	102	88	114	94	104	106
Additional compounds
SMILES	NCI-H226	A498	NCI-H322M	HT29	NCI-H522	COLO 205	NCI-H23	RXF 393	NCI-H460
CC(C)(C)c1ccc(N=O)cc1	94	89	96	102	100	97	93	102	98
NC(=O)c1c(NC(=O)c2ccc(C(F)(F)F)cc2)sc2cc(O)ccc12	87	90	90	99	68	104	94	105	97
C=CCSSC1N=CNc2nc[nH]c21 (stereo unspecified)	73	50	43	50	0.8*	35	55	43	53
CCOC(=O)c1nn(C2CCCCO2)c2ccc(NC(=O)c3ccccc3)cc12 (stereo unspecified)	102	68	92	106	95	116	99	83	101
COc1ccccc1CNc1nc(N)nc2[nH]c3ccc(O)cc3c12	93	28	61	19	19	34	58	78	18
COc1ccc(N=C(c2ccccc2)C2C(=O)c3ccccc3C2=O)cc1	97	61	105	80	67	102	99	72	96
O=C1CCCN1C(O)CCN(Cc1ccccc1)Cc1ccc(Cl)cc1 (stereo unspecified)	105	109	95	98	93	124	103	123	105
CCN1CCN(Cc2cn(CC(=O)Nc3ccc4c(ccn4C)c3)nn2)CC1	105	107	109	112	113	124	105	120	109
COc1ccc(C2=NN(/C=C3\SC(=O)NC3=Nc3ccc(F)cc3)C(c3ccc(F)cc3)C2)cc1 (stereo unspecified)	·	94	94	99	91	106	97	96	101
CCCCC/C(=C\c1ccccc1)C1OCC(C)(C)CO1	105	92	99	94	82	107	97	115	107
O=C1c2ccccc2C(=O)c2c(-c3ccccc3)oc(-c3ccccc3)c21	95	·	85	88	93	90	91	103	65
CCn1c(O)c(/C=N/c2ccccn2)sc1=S	104	99	96	101	90	116	94	109	104
Cc1cc(NCCN(C)C)n2c(nc3ccccc32)c1C#N	92	106	99	102	98	100	94	105	108
CCC=C(C(=O)O)C(=O)O	108	95	103	98	88	108	99	114	106
CN(N=O)c1ccc(/C=C/c2ccccc2)cc1	110	99	·	84	74	103	·	112	97
CN1CCCc2cc(/C=C3\SC(=S)N(C(Cc4ccc(O)cc4)C(=O)O)C3=O)ccc21 (stereo unspecified)	100	88	108	110	91	112	78	99	107
Clc1ccc(Nc2ncc(Cc3cccc(Cl)c3Cl)s2)cc1	102	94	110	96	80	104	89	93	98
N#CC(c1ccccc1)N1CCCCC1 (stereo unspecified)	83	71	98	96	91	108	103	·	107
CCOc1cc(/C=C2\COc3ccc(-c4ccccc4)cc3C2=O)ccc1O	95	101	96	87	90	114	103	109	109
O=C(CSc1ccccn1)C1=S=C2C=CC=CN2C1=O	97	81	97	108	99	118	107	101	107
Cc1ccc(C(=O)c2ccc(Cl)cc2)cc1	97	74	88	106	121	109	98	·	104
CCOC(=O)C(C(=O)OCC)(c1ccccc1)c1ccccc1	115	108	95	92	88	114	100	113	121
COc1cc(Nc2nc3ccccc3nc2NS(=O)(=O)c2ccc(NC(=O)c3ccc(C)c(OC)c3)cc2)cc(OC)c1	6.5*!	-44*!	-6.9*!	5.4*!	2.8*!	-12*!	20&48	-39*!	10&44
CC12CCc3c(ccc4cc(O)ccc34)C1CCC2=O (stereo unspecified)	98	98	110	109	81	116	105	109	105
CC(=C(C#N)C#N)c1cccc([N+](=O)[O-])c1	·	117	103	125	97	124	101	·	113

By substructure: the compounds so far containing a CF3 group (three)
SMILES	NCI-H226	A498	NCI-H322M	HT29	NCI-H522	COLO 205	NCI-H23	RXF 393	NCI-H460
FC(F)(F)Sc1ccc(/C=C/c2cc(/C=C/c3ccc(SC(F)(F)F)cc3)on2)cc1	108	111	100	86	72	107	92	108	77
COc1cc(NC(N)=NCCC(C)(C)Oc2ccc(C(F)(F)F)cc2)ncc1C#N	60	43	21	-79*	-84*	-88*	1.1*	-50*	-79*
NC(=O)c1c(NC(=O)c2ccc(C(F)(F)F)cc2)sc2cc(O)ccc12	87	90	90	99	68	104	94	105	97

Back to the main list with the four entries that preceded the break.
SMILES	NCI-H226	A498	NCI-H322M	HT29	NCI-H522	COLO 205	NCI-H23	RXF 393	NCI-H460
CCOC(=O)C(C(=O)OCC)(c1ccccc1)c1ccccc1	115	108	95	92	88	114	100	113	121
COc1cc(Nc2nc3ccccc3nc2NS(=O)(=O)c2ccc(NC(=O)c3ccc(C)c(OC)c3)cc2)cc(OC)c1	6.5*!	-44*!	-6.9*!	5.4*!	2.8*!	-12*!	20&48	-39*!	10&44
CC12CCc3c(ccc4cc(O)ccc34)C1CCC2=O (stereo unspecified)	98	98	110	109	81	116	105	109	105
CC(=C(C#N)C#N)c1cccc([N+](=O)[O-])c1	·	117	103	125	97	124	101	·	113
O=C1Nc2ccccc2[C@]12CC(c1ccccc1)=NN2	78	60	60	16	39	3.6*	64	73	22
N=c1c2c(-c3ccccc3)c(-c3ccccc3)oc2ncn1NC(=O)c1ccc(O)cc1	100	67	95	105	94	111	91	119	106
Cc1cc(C(O)(c2ccccc2)C(O)(c2ccccc2)c2ccc(-c3ccccc3)c(C)c2)ccc1-c1ccccc1 (stereo unspecified)	82	92	100	64	58	108	74	103	105
O=C1C(S(=O)(=O)O)=CC(=Nc2ccc(O)cc2)c2ccccc21	91	102	109	118	107	105	87	97	110
Cc1cc(N2CCOCC2)nc(N(CCNc2ccnc3cc(Cl)ccc23)Cc2cccs2)n1	55	23	27	-43*	-21*	-69*	35	-46*	7.2*
CC1=C(C)C(=O)C(C(C2=C(C)C(=O)C(C)=C(C)C2=O)c2ccccc2)=C(C)C1=O	90	60	108	99	81	98	100	96	105
Cc1ccc(NC(=O)Cn2nncc2COc2ccc3ccccc3c2C=O)cc1	·	89	95	104	81	120	93	98	100
O=C(CSc1nc2ccccc2c(=O)n1-c1ccccc1)Nc1cccc(C(=O)/C=C/c2ccccc2Cl)c1	97	116	106	102	97	119	97	97	101
COc1ccc(Oc2nc(NC3CCCC3)nc(Sc3ccc(OC)cc3)n2)cc1	67	66	90	44	67	82	80	74	48
c1nc(C2OCCO2)sc1CN1CCOCC1	102	128	92	102	97	104	108	104	108
Cc1ccc2c(c1)sc(-c1ccc(N(C)C)cc1)[n+]2C	18	-6.3*	13	4.2*	8.2*	-83*	12	40	-26*
O=C(NCc1ccccc1)C(=O)c1cn(CCCn2cc(C(=O)C(=O)NCc3ccccc3)c3ccccc32)c2ccccc12	91	·	103	97	93	115	101	96	104

Single records (already shown).
COc1ccc(Oc2nc(NC3CCCC3)nc(Sc3ccc(OC)cc3)n2)cc1 reads NCI-H226: 67; A498: 66; NCI-H322M: 90; HT29: 44; NCI-H522: 67; COLO 205: 82; NCI-H23: 80; RXF 393: 74; NCI-H460: 48
Cc1ccc2c(c1)sc(-c1ccc(N(C)C)cc1)[n+]2C reads NCI-H226: 18; A498: -6.3*; NCI-H322M: 13; HT29: 4.2*; NCI-H522: 8.2*; COLO 205: -83*; NCI-H23: 12; RXF 393: 40; NCI-H460: -26*
O=C(CSc1nc2ccccc2c(=O)n1-c1ccccc1)Nc1cccc(C(=O)/C=C/c2ccccc2Cl)c1 reads NCI-H226: 97; A498: 116; NCI-H322M: 106; HT29: 102; NCI-H522: 97; COLO 205: 119; NCI-H23: 97; RXF 393: 97; NCI-H460: 101
